RORg inh: blocks mouse ROR gamma transcriptional activity. Potency, µM (top dose mostly 53.6 µM), for inactives: at the highest dose activity change, negative = inhibition, usual class: inhibitors. Drosophila S2 Gal4-RORgamma UAS-luciferase reporter, 20 h. AID 2551. P51450. actives 5.4% (n = 310,000); also: % is scaled to controls: 0 for no effect and ±100 for the full control effect; nearly all actives have a fitted effect of over 60% in size
Target sequence (P51450 whole entry, looked up, the tested form may be a part): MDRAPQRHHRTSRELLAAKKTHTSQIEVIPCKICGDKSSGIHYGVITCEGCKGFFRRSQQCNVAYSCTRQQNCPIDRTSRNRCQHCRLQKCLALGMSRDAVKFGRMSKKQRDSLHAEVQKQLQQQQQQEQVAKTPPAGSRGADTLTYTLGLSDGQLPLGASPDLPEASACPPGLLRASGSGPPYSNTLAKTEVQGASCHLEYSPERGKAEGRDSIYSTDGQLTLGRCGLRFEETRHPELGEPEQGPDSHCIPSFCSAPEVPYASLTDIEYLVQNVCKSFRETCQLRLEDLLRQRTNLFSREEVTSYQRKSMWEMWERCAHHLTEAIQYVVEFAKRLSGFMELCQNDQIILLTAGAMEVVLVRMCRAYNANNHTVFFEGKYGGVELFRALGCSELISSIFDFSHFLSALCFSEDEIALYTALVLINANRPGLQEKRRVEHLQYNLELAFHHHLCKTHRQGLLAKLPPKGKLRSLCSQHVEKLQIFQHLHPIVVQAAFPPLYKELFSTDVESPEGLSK
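Luminescence from a UAS-regulated Photinus luciferase reporter in stably transfected Drosophila Schneider cells is measured; decreased signal marks ROR gamma inhibition. Fusion expression is induced by 700 uM copper sulfate for 20 hr.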
ELG1 genotox: genotoxicity induction in ELG1-luciferase HEK293T cells. actives 1.3% (n = 330,000). HEK293T ELG1-luciferase reporter, luminescence, 16 h. Potency, µM (series often up to 46 µM), for the others: top-dose activity change, positive = activation, usual class: activators; also: % of control where 0% means no effect; nearly all actives have a fitted effect of over 60% in size
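Genotoxicity was scored as increased ELG1-luciferase reporter signal, measured by ONE-Glo luminescence (30 min, room temperature). Compound or vehicle exposure of the HEK293T reporter cells lasted 16 hr at 37°C.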
Gal4-VP16 FLuc: inhibits Gal4-VP16 luciferase reporter, ROR gamma counter-screen. AID 2546. actives 3.5% (n = 310,000). Drosophila S2 Gal4-VP16 UAS-luciferase, luminescence, 20 h. Potency, µM (top dose mostly 53.6 µM), for the others: top-dose activity, negative = inhibition, most hits filed as inhibitors;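 also: Gal4-VP16 expression switched on by copper sulfate through the metallothionein promoter; % is scaled to controls: 0 for no effect and ±100 for the full control effect; nearly all actives have a fitted effect of over 50% in size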
MBNL1-CUG inh: MBNL1-poly(CUG) RNA binding inhibition | Potency, µM (titrated, usually from 57.5 µM), for the others: at the highest dose activity change, negative = inhibition, actives largely listed as inhibitors | actives 0.036% (n = 280,000) | Q9NR56 | AID 2675 | TR-FRET MBNL1-His/biotin-(CUG)12 binding, 665/545 ratio; active = well fitted inhibition curve with a large enough effect in the signal ratio, with a control signal flat, not every such curve was filed as active; inconclusive = small, poorly fitted or top-dose-only effect, or effect the other way, or a change in a side signal; inactive = no such curve, though single readings can be large or run the other way; the % refers to the signal ratio; also: % is scaled to controls: 0 for no effect and ±100 for the full control effect
Target sequence (Q9NR56 whole entry, looked up): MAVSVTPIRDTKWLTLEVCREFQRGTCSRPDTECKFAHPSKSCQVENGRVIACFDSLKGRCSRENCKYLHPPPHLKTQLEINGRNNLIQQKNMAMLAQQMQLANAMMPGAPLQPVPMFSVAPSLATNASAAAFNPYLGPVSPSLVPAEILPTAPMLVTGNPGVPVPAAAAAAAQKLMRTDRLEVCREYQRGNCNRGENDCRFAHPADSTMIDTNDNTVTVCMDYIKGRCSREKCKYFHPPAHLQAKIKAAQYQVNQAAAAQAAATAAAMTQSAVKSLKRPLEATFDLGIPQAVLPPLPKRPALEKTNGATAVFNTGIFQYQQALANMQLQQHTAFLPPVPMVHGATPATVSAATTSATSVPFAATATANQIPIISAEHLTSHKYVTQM
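Compound titration spanned 92 nM–58 uM against the MBNL1-His/biotin-(CUG)12 complex. After 60 min at room temperature with 5 nM streptavidin-XL665 and 0.055 ng/ul terbium anti-His, ratiometric 665/545 nm emission (Ex 340 nm) normalized to controls.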
p53 reactivator: re-activators of mutant p53 | AID 504706 | actives 0.063% (n = 320,000) | Potency, µM (series often up to 92.2 µM), without a hit: top-dose activity change, positive = activation, hits mostly activators | H1299 p53-A138V BP100-luciferase reporter, luminescence, 24 h; also: % of control where 0% means no effect; nearly all actives have a fitted effect of over 45% in size
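H1299 (p53-null), stable ts p53-A138V + BP100-Luc; 1000 cells/well, Opti-MEM/10% FBS; cpd 4 pt, 1:5; 24 h, 37 deg C, 5% CO2; detection reagent 10 min RT; luminescence.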
CXXC DNA block: MLL CXXC-DNA interaction inhibition. actives 0.037% (n = 290,000). MLL-CXXC / FITC-HOXA9 DNA fluorescence polarization. Q03164. Potency, µM (series often up to 115 µM), for the others: at the highest dose activity change, negative = inhibition, actives largely listed as inhibitors. AID 2662; active = well fitted inhibition curve with a large enough effect in the polarisation, with a control signal flat, not every such curve was filed as active; inconclusive = small, poorly fitted or top-dose-only effect, or effect the other way, or a change in a side signal; inactive = no such curve, though single readings can be large or run the other way; the % refers to the polarisation
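Purified MLL-CXXC (added from a 7 uM solution) was preincubated 5 min at ambient with pinned compounds in 50 mM Tris-HCl pH 7.5, 50 mM NaCl, 1 mM DTT, 0.05% BSA. Fluorescein-labeled HOX-A9 DNA (50 nM solution) followed, 30 min, then polarization read.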
BRCA1 expr up: BRCA1 expression activation; actives 1.1% (n = 380,000); MCF7-BRCA1-FFLuc reporter, luminescence, 48 h; response scale: scaled: vehicle 0%, 10 µM genistein 100%; Potency, µM (highest dose often 46.1 µM), for inactives: at the highest dose activation, actives largely listed as activators; also: nearly all actives have a fitted effect of over 80% in size; some results filed as inactive show a strong effect at the top dose
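MCF7 cells carrying a BRCA1-firefly luciferase reporter (2000 cells/well, phenol-red free MEM) were attached for 2 h at 37 °C, then given compounds for 48 h. Luminescence was read 15 min after luciferase reagent; activity normalized to genistein (10 microM) and DMSO.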
uPA surface inh: cell surface uPA generation inhibition. Potency, µM (doses to about 38.3 µM), for the others: at the top dose activity change, negative = inhibition, actives largely listed as inhibitors. AID 540303. cell surface uPA generation assay, qHTS. actives 0.31% (n = 330,000); active = well fitted inhibition curve with a large enough effect; inconclusive = small, poorly fitted or top-dose-only effect; inactive = no such curve, though single readings can be large or run the other way; tested in mouse RAW 264.7 cells; also: % is scaled to controls: 0 for no effect and ±100 for the full control effect; nearly all actives have a fitted effect of over 55% in size
NPC1 promoter act: NPC1 promoter activation | Potency, µM (highest dose often 9.22 µM), for the others: top-dose activation, usual class: activators | actives 2.4% (n = 320,000) | Huh7 NPC1 promoter luciferase reporter, 24 h;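 also: % of control where 0% means no effect; nearly all actives have a fitted effect of over 60% in size; reporter is driven by a mutant NPC1 promoter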
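Huh7 cells stably carrying NPC1 promoter–luciferase, plated in Opti-MEM with 10% FBS for 2 h, were exposed to compound in DMSO for 24 h at 37 °C; luciferase reagent was added for 10 min and luminescence read.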
FLuc modulator: firefly luciferase modulation, counter-screen for miR-21 project; actives 6.9% (n = 360,000); P08659; purified FLuc, Km substrates, luminescence inhibition; Potency, µM (series often up to 57.5 µM), inactives show at the highest dose activity change, negative = inhibition, hits mostly inhibitors;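 also: plate controls were vehicle for no effect and reference inhibitor for full effect; nearly all actives have a fitted effect of over 55% in size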
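Purified P. pyralis luciferase, 10 nM final, with Km-level 10 uM D-luciferin and 10 uM ATP in 50 mM Tris acetate pH 7.5, 10 mM Mg acetate, 0.01% Tween-20, 0.05% BSA; 6-point qHTS titration about 60 µM downward; luminescence read.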
Rab9 prom act: Rab9 promoter activation. Huh7 Rab9 promoter-luciferase reporter, luminescence, 24 h. Potency, µM (doses to about 9.22 µM), without a hit: at the top dose activation, negative = inhibition, hits mostly activators. actives 2.8% (n = 320,000). AID 485297; also: % of control where 0% means no effect; nearly all actives have a fitted effect of over 60% in size
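Quantitative HTS format; Huh7 Rab9-luciferase reporter cells (1500/well) receive compound 2 h post-plating, incubate 24 h at 37 °C, then get luciferase reagent for 10 min before luminescence reading.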
The depositor's hits bear a star; ? = inconclusive; / = no result given; & = joins results of further samples; [ ] = remark or other dose. Unless noted, calls follow the shape of the dose curve; as a rule, active = well fitted curve in the direction sought with a large enough effect; inconclusive = small, poorly fitted or top-dose-only effect, or another doubt; inactive = no such curve, though single readings can be large; an effect the other way counts as inactive or inconclusive. Potency is read from the fitted curve at half-maximal effect. The list is partial, so the mix of outcomes need not match the whole.

SMILES | RORg inh | ELG1 genotox | Gal4-VP16 FLuc | MBNL1-CUG inh | p53 reactivator | CXXC DNA block | BRCA1 expr up | uPA surface inh | NPC1 promoter act | FLuc modulator | Rab9 prom act
COc1ccc(N2C(=O)CC(NCC#N)C2=O)cc1 (stereo not drawn) | -14% | 0% | 2% | 3% | / | 0% | -4% | 2% | -1% | -2% | -2%
Cc1ccc(C)c(NS(=O)(=O)c2ccc3[nH]c(=O)oc3c2)c1 | 27% | -6% | 7% | -3% | 12% | 3% | -19% | 1% | 1% | 0% | -5%
Cc1ccc2nc(C)c(C(=O)NN=C3CCN(C)CC3)n2c1 | -28% | -4% | 0% | -3% | -3% | 6% | -16% | -16% | 1% | 1% | 1%
Cc1ccc(-c2cc(-c3ccccc3)no2)c(O)c1 | ? | 0.37µM* | ? | ? | ? | -1% | 22% | -10% | 3.2µM* | 0.17µM* | 2µM*
CCOc1ccc(C(C(=O)NC(C)(C)C)N(CCOC)C(=O)CCC(=O)Nc2nccs2)cc1 (stereo not drawn) | 30% | 0% | -1% | -3% | -3% | 23% | -4% | 1% | 2% | 4% | 0%
COc1ccc(OCCOc2ccc(S(=O)(=O)N3CCCC3)cc2[N+](=O)[O-])cc1 | / | -1% | / | / | -14% | / | -49% | 2% | -3% | 3% | -4%
C/C(CC(=O)NCc1ccccc1)=N\NC(N)=S | 10µM* | 4% | -2%[10 µM] | 4% | 3% | 6% | 27% | -2% | 0% | -1% | -9%
Cc1cccc(/C=C/c2onc(C)c2S(=O)(=O)N2CCC(C(=O)N3CCC(C)CC3)CC2)c1 | 12% | -10% | -12% | -2% | 4% | 1% | -52% | 6% | 0% | 0%&-7% | -3%
Cc1cc(C)n2cc(CSc3nnnn3C)nc2n1 | -12% | -3% | 16% | 0% | 9% | 6% | 12% | 1% | -3% | -2% | 2%
COCC(=O)Nc1ccc(S(=O)(=O)NCCc2ccccc2)cc1 | 34% | -4% | -24% | -3% | -5% | -5% | -19% | -2% | 4% | 2% | 1%
O=C(CSc1nnnn1C1CC1)Nc1cccc(S(=O)(=O)N2CCCC2)c1 | / | -1% | / | / | 0% | / | 0% | 2% | 0% | 2% | -1%
Cc1cc(NC(=O)CCCSc2nc(-c3ccco3)cc(C(F)(F)F)n2)no1 | 31% | 1% | -3% | -4% | 1% | -5% | -14% | 3% | -2% | 6% | -5%
Cc1cc(NC(=O)CSc2ccc3nnc(CCNC(=O)c4ccccc4)n3n2)no1 | -13% | -2% | 2% | -5% | -4% | -6% | 4% | 6% | 0% | 3% | 0%
COCC(C)NCc1cc(Br)ccc1OC (stereo not drawn) | -28% | -4% | -8% | -8% | -2% | 5% | -4% | 1% | -2% | -2% | 1%
CCOC(=O)C1CCN(C(=O)C(C)c2ccc([N+](=O)[O-])cc2)CC1 (stereo not drawn) | -15% | -1% | -4% | ? | 1% | -7% | -5% | 1% | 0% | 0% | -3%
CCc1ccc(NC(=O)C2C3C=CC(C4CC34)C2C(=O)O)cc1 (stereo not drawn) | -11% | 8% | 4% | 14% | 22% | -7% | 70% | -5% | 21% | 2.1µM* | 24%
COC(=O)c1ccc(COC(=O)CNC(=O)c2ccc(-c3ccccc3)cc2)cc1 | ? | 17% | 0% | / | ? | -7% | ? | 7% | 23% | 3% | ?
Cc1ccc(O)c(NC(=O)c2cc(C)no2)c1 | 26% | -1% | 6% | -1% | 13% | 4% | -52% | -9% | 13% | -7% | -5%
O=C(NC(=S)Nc1ccc2c(c1)OCCO2)c1cccc(Br)c1 | 5µM* | ? | ? | -10% | ? | 5% | 4µM* | -3% | 3.2µM* | 11µM* | 3.2µM*
C/C(=N/NC(=O)CN1CCN(Cc2ccccc2Cl)CC1)c1cccs1 | 29% | 0% | -6% | -7% | -3% | 0% | -8% | 3% | -1% | -1% | -7%
O=c1c2ccccc2nc2n1C(CSc1ccc(Cl)cc1)CN2 (stereo not drawn) | -1% | 1% | -2% | -5% | 7% | -1% | -3% | 1% | 2% | 4% | -4%
N#Cc1nc(-c2cccs2)oc1NCc1ccccc1Cl | 12% | 10% | ? | 15% | 9% | -4% | 2% | 11% | 1% | -14% | 5%
NC(=O)c1ccc(NC(=O)CCNC(=O)c2ccco2)cc1 | 7% | 0% | -3% | 3% | 2% | 1% | 0% | 4% | 0% | 2% | 0%
COc1cccc(-c2noc(-c3cccnc3)n2)c1 | -23% | ? | -12% | 5% | ? | -2% | 11% | -3% | 3.5µM* | 5.4µM* | 2.5µM*
CCOc1ccc(N(CC(=O)Nc2c(C)n(C)n(-c3ccccc3)c2=O)S(=O)(=O)c2ccc(F)cc2)cc1 | 7% | 4% | -2% | 1% | 2% | -3% | -20% | -98% | 0% | -2% | 7%
CCOC(=O)c1nncc(-c2ccccc2)n1 | / | 3% | / | / | 2% | / | 3% | 12% | -2% | -2% | 0%
CCOc1cc(N2CCOCC2)c(OCC)cc1NC(=O)Cn1cnc2c(=O)n(C)c(=O)n(C)c21 | -22% | 0% | 2% | -4% | 4% | 5% | -3% | 2% | 1% | -3% | -2%
Cn1c(Nc2ccccc2)cc(=O)n(C)c1=O | -4% | 4% | 2% | -3% | -8% | 9% | -9% | 9% | -4% | -1% | 8%
C/C(=N\N1CCN(c2ccc(Cl)cc2)CC1)c1cccc([N+](=O)[O-])c1 | -10% | -5% | 4% | 4% | 19% | 0% | 24% | -4% | -4% | 0% | -1%
Oc1ccc(C(=S)N2CCN(c3cccc(Cl)c3)CC2)cc1 | 18% | 0% | -7% | 4% | -5% | 40%[activator] | -39% | / | 1% | ? | -2%
CCN1CCN(c2nc(Nc3ccccc3F)nc(N)c2[N+](=O)[O-])CC1 | 9% | 6% | 5% | 9% | -2% | -4% | 5% | 5% | -7% | 0% | -7%
CCOC(=O)c1cc(NC(=O)Nc2ccc(OC)c(OC)c2)c(C)nc1C | -1% | 2% | 6% | -5% | -13% | 7% | -23% | -4% | -1% | 3% | -2%
CC(C)(C)C(=O)NC1(C(F)(F)F)C(=O)Nc2c1c(=O)[nH]c(=O)n2Cc1ccco1 (stereo not drawn) | -35% | 0% | 1% | -9% | 1% | 0% | 0% | -3% | -4% | -2% | 9%
O=C(CN1CCN(Cc2ccc(F)cc2)C1=O)NC1CCCC1 | -1% | 7% | 10% | -3% | 11% | 8% | 0% | 12% | -1% | -3% | -2%
CCN(CC)CCCNCC(=O)Nc1ccc2c(c1)CCC2 | -16% | 3% | 5% | 2% | 5% | 1% | 2% | -13% | 0% | 1% | 1%
CCCCCC(=O)N/N=C(\C)c1ccc(Cl)cc1 | ? | -2% | -28% | -7% | 0% | 1% | 0% | / | 1% | -8% | -9%
Cc1c(C(=O)Nc2nc(-c3ccccn3)cs2)oc2ccccc12 | / | -1% | / | / | ? | / | -5% | ? | 16% | 9.5µM* | 7%
COC(=O)c1ccc(/C=N/NC(=O)C2CC(=O)N(c3ccc(F)cc3)C2)cc1 (stereo not drawn) | -1% | 2% | -1% | 10% | 4% | -2% | 4% | 2% | -3% | 2% | 0%
O=C(/C=C/Nc1ccc(S(=O)(=O)Nc2cnc3ccccc3n2)cc1)c1cccnc1 | 6% | 13% | 3% | 7% | 1% | 13% | 9% | 4% | -4% | 0% | 2%
COc1ccc(Cl)cc1S(=O)(=O)n1c([N+](=O)[O-])cnc1C | -11% | 1% | -3% | -3% | / | -3% | 0% | 12% | -8% | 2% | 0%
CCOc1ccc(S(=O)(=O)N(CC(=O)O)c2ccc(C)cc2)cc1 | -1% | 1% | 11% | 5% | 18% | -12% | 7% | / | 2% | 9% | -9%
CCC(=O)NC(=S)Nc1ccccc1OC | ? | 0% | ? | -2% | -2% | 3% | 2% | -3% | -5% | -12% | -7%
COc1ccc(/C=C2\COc3ccccc3C2=O)c(OC)c1 | 19% | ? | 24% | 3% | ? | 7% | 0% | -9% | -17% | 4.8µM* | 0%
CC(=O)Nc1ccc(N2C(=O)CC(N3CC(C)OC(C)C3)C2=O)cc1 (stereo not drawn) | 0% | 1% | 2% | -7% | 1% | -9% | 2% | 3% | 2% | 1% | 4%
